Assay outcomes deposited in PubChem by several laboratories.
CCHFV vOTU inh – CCHFV vOTU protease inhibitors, primary screen, biochemical, Pep-AMC substrate, fluorescence; inhibition, % at 11.5 µM; actives 0.55% (n = 370,000); AID 651958, 2012; in the data active = inhibition above about 30%; note: 0% = vehicle wells with enzyme and 100% = no enzyme wells
PrPC surface inh – inhibitors of human cell surface prion protein PrPC, primary screen, cell-based, TR-FRET. inhibition, % at 13.8 µM. TR-FRET read-out. actives 0.43% (n = 370,000). Major prion protein (Homo sapiens), P04156; in the data active = inhibition above about 24%; note: 0% = median of the test wells and 100% = reference compound wells
Anthrax LF prot – Bacillus anthracis LF protease inhibitors, primary screen, biochemical, multiplex microsphere, MLPCN library; multiplex microsphere protease cleavage assay; Lethal factor (Bacillus anthracis), P15917; AID 588501, 2011; inhibition, % at 10 µM; actives 0.12% (n = 360,000); note: plate controls were buffer without enzyme for full effect and enzyme alone for no effect
Target sequence (P15917 whole entry, looked up): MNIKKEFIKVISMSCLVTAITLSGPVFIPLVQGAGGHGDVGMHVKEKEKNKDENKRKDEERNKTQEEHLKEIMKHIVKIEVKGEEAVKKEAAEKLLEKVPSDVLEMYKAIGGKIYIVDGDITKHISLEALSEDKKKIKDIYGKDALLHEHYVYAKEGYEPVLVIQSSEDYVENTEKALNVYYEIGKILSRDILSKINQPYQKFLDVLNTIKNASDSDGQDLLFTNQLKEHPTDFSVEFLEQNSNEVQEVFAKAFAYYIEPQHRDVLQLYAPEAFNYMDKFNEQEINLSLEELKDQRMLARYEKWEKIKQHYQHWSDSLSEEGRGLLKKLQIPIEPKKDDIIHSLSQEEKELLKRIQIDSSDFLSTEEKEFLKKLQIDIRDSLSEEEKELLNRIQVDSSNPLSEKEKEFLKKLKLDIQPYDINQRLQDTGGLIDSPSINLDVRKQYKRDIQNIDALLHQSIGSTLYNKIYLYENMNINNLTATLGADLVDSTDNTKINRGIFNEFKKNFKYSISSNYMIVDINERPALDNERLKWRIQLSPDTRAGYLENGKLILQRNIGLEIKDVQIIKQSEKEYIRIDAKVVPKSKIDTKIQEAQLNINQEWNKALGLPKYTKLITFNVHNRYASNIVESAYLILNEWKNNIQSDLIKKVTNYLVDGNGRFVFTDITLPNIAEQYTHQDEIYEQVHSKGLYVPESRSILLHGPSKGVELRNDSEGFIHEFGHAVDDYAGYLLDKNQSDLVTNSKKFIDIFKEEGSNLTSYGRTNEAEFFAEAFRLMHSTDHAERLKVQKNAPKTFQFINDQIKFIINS
3CLpro inhibitor – SARS-CoV 3CLpro protease inhibitors, primary screen, biochemical, quenched FRET; recombinant SARS-CoV 3CLpro, quenched FRET peptide cleavage; inhibition, % at 6 µM; actives 0.14% (n = 290,000); Replicase polyprotein 1ab (Severe acute respiratory syndrome coronavirus), P0C6X7; in the data active = inhibition above about 12%
MazF activator – activators of E. coli MazEF toxin-antitoxin RNase, primary screen, biochemical, fluorescence, uHTS; Endoribonuclease toxin MazF (Escherichia coli (strain K12)), P0AE70; FAM/BHQ RNA-DNA oligo cleavage fluorescence, 5 h; activation, % at 20 µM; actives 0.32% (n = 350,000); AID 504720, 2011; in the data active = activation above about 50%
BoNT F protease – BoNT/F light chain protease inhibitors, primary screen, biochemical, flow cytometry, MLPCN library; Botulinum neurotoxin type F light chain protease (Clostridium botulinum); Multiplex microsphere protease cleavage assay; inhibition, % at 10 µM; actives 0.22% (n = 360,000); AID 588497, 2011; in the data active = inhibition above about 35%, passing the limit was not always enough; inconclusive = no clear call, values can overlap the other calls; note: plate controls were buffer without enzyme for full effect and enzyme alone for no effect
SSB-PriA inh – inhibitors of Klebsiella pneumoniae PriA binding to SSB C-terminal tail, primary screen, biochemical, AlphaScreen. actives 0.6% (n = 430,000). inhibition, % at 33 µM. AID 1272365, 2023. AlphaScreen SSBct-PriA binding, biotinylated peptide. PriA–SSB C-terminal tail interaction (Klebsiella pneumoniae); in the data active = inhibition mostly above about 37%, no sharp cut-off; inactive = mostly below about 20%;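 note: plate controls were negative control peptide for no effect and reference peptide for full effect; strong numbers were not always called active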
DUSP3 inh – VHR1 phosphatase inhibitors, primary screen, biochemical, absorbance, uHTS. Dual specificity protein phosphatase 3 (Homo sapiens), P51452. recombinant VHR phosphatase, pNPP absorbance. inhibition, % at 13.3 µM. actives 0.52% (n = 290,000); in the data active = inhibition above about 50%; note: some compounds called inactive have numbers as strong as hits
Target sequence (P51452 whole entry, looked up): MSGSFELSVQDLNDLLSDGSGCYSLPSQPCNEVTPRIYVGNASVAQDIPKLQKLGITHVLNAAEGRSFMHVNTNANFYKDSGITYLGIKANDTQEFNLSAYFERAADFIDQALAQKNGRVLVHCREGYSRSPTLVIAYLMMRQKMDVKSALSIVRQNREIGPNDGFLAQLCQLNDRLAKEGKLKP
BoNT A protease – BoNT/A light chain protease inhibitors, primary screen, biochemical, flow cytometry, MLPCN library. inhibition, % at 10 µM. actives 0.17% (n = 360,000). multiplex microsphere protease substrate cleavage; note: plate controls were buffer without enzyme for full effect and enzyme alone for no effect
Rv3671c inh – Rv3671c serine protease inhibitors, primary screen, biochemical, fluorescence polarization, M. tuberculosis H37Rv; P9WHR9; inhibition, % at 5.96 µM; actives 0.048% (n = 320,000); AID 2606, 2010; in the data active = inhibition above about 38%;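 note: extracellular domain of Rv3671c used as enzyme; 0% = enzyme with DMSO and 100% = no enzyme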
* hit, by the source's call; ? = inconclusive; / = no result given; & = joins results of further samples. Cut-off read from the data, not from the text of the source, unless noted: active = inhibition above about 30%; inconclusive = no clear call, values can overlap the other calls; inactive = below that.

SMILES | CCHFV vOTU inh | PrPC surface inh | Anthrax LF prot | 3CLpro inhibitor | MazF activator | BoNT F protease | SSB-PriA inh | DUSP3 inh | BoNT A protease | Rv3671c inh
CC(=O)N1CCc2cc(S(=O)(=O)NC(C(=O)NC(C)c3ccccc3)C(C)C)ccc21 (centres undefined) | 8 | 5 | 1 | -1 | 2 | -2 | -2 | 35 | 0.1 | -4
COc1cc(/C=C(\CC(=O)O)c2nc3ccccc3s2)ccc1OCC(=O)Nc1ccccc1F | 9 | 5 | 12 | / | 3 | 2 | 4 | / | 0.2 | /
O=C(CNC(=O)C(c1ccccc1)c1ccccc1)OCc1ccccc1 | 3 | 3 | -2 | 3 | 3 | -4 | 8 | 18 | -1.2 | 2
COc1ccc(C(=O)CCC(=O)N2CCN(c3ccc(C)cc3)C(C)C2)cc1 (centres undefined) | 2 | 5 | -5 | -3 | 3 | -1 | 20 | 7 | 0.8 | 3
O=C1N[C@@H](Cc2ccccc2)C(=O)N2[C@H]1C[C@]1(Br)c3ccccc3N(S(=O)(=O)c3ccc(F)cc3)[C@H]21 | 1 | -2 | 0 | / | 0 | 2 | 10 | / | 0.7 | -6
CCOc1ncccc1C(=O)NCCc1c[nH]c2ccccc12 | 16 | -4 | 1 | 1 | -1 | -2 | 0 | 7 | -3.5 | 6
CN=C1S/C(=C\c2cc(C)n(-c3ccccc3F)c2C)C(=O)N1C | -6 | 1 | -2 | -9 | 0 | 7 | 10 | 7 | 4.2 | -6
Cc1cc(OC(=O)N(C)C)nc(SCc2c(Cl)cccc2Cl)n1 | 0 | 1 | -5 | -1 | -12 | -1 | -20 | 13 | -1.1 | 2
CCOC(=O)[C@@H]1[C@H]2COc3ccccc3[C@H]2N2C(=O)N(c3ccc(Cl)cc3)C(=O)[C@]12C | 8 | -4 | 6 | 2 | 3 | 1 | -3 | -3 | 0.5 | -2
O=C(c1ccccc1F)N1CCC2CC1c1cc(N3CCCCC3)ccc12 (centres undefined) | 4 | -1 | -5 | / | 3 | -7 | / | / | -2.3 | /
NC(c1ccccc1)c1csc(NC(=O)Nc2ccc(OC(F)(F)F)cc2)n1 (centres undefined) | 17 | -21 | 4 | / | / | -6 | / | / | -0.4 | /
O=C(CCC(=O)c1cccs1)NC1CCCCCC1 | 8 | -13 | -8 | 2 | 11 | -8 | -18 | 6 | -0.9 | 7
O=C(NCCc1nc2ccccc2[nH]1)c1ccc([N+](=O)[O-])cc1 | -4 | -36 | -4 | -1 | 4 | -12 | -5 | -19 | 0.0 | 0
CN(C)S(=O)(=O)N1CCC(Oc2cccc(C(=O)NCCC3=CCCCC3)c2)CC1 | 28 | 14 | -2 | 5 | -1 | 3 | 2 | 1 | 0.9 | 2
CCCNC(=O)C1(C)CCN(C(=O)c2ccccc2OC(F)(F)F)C1 (centres undefined) | -20 | -5 | -1 | / | / | 1 | / | / | -0.1 | /
CCOC(=O)N1C(=O)[C@](CC)(c2ccccc2)N1C(=O)OCC | 0 | -5 | -7 | -5 | 0 | 4 | -1 | -2 | -0.1 | -3
CC(=O)Nc1ccc(S(=O)(=O)Nc2cccc(-n3c(C)nc4ccccc4c3=O)c2)cc1 | -1 | -6 | -6 | / | 2 | -12 | 0 | / | -3.2 | -5
Cc1cc(OCC(=O)NNC(=S)NC(=O)c2ccc(Br)o2)ccc1Cl | 36* | -1 | -2 | 0 | -2 | -6 | 1 | 6 | -2.0 | /
Cc1cccc(/C(N)=N/OC(=O)c2ccc(Br)o2)c1 | 21 | 7 | -2 | 2 | -1 | 2 | / | 1 | -0.7 | -3
COc1cccc(C(=O)NCCS(=O)(=O)NCc2cccnc2)c1 | -4 | -4 | 1 | / | -4 | 6 | -12&11 | / | -1.4 | 9
O=C(CCN1C(=O)C2C3CCC(C3)C2C1=O)OCC(=O)c1ccc(Cl)cc1 (centres undefined) | -9 | -3 | ? | 0 | 2 | ? | -22 | 9 | ? | /
CC(C)c1nn2c(N)c(/C=C3\C=Nc4ccccc43)c(=O)nc2s1 | 3 | 3 | -7 | 4 | 1 | 6 | / | 19 | -1.2 | 0
Cc1cnc([N+](=O)[O-])n1CCOC(=O)NC(=O)c1ccccc1Cl | -1 | -10 | -3 | 1 | 2 | -11 | 4 | 12 | -1.6 | -1
CC1(c2ccc3c(c2)OCCO3)NC(=O)N(CC(=O)c2ccc[nH]2)C1=O (centres undefined) | 4 | -1 | -2 | / | -6 | -4 | -1 | / | 0.0 | 5
COC(=O)CCCCCCCCCC[N+]1(C)CCCCC1 | 12 | 0 | -2 | 2 | 3 | 2 | 8 | 4 | -1.0 | -5
CCC(=O)N1CCc2cc(Br)cc(S(=O)(=O)NCCCN(CC)Cc3ccccc3)c21 | -1 | -4 | -2 | 1 | 4 | 12 | -14 | 7 | 2.7 | 4
COc1ccccc1N1CCN(C2CCCN(C(=O)CCC(=O)N(C)C)C2)CC1 (centres undefined) | -8 | 3 | -8 | -1 | -1 | -2 | 2 | 72 | -0.6 | -9
CC(=O)N(C(C)=O)n1c(/C=C/c2ccc([N+](=O)[O-])cc2)nc2ccccc2c1=O | 5 | -9 | -1 | -3 | 5 | -4 | -18 | -6 | -0.5 | 7
CCOC(=O)c1[nH]ncc1CN1CCCC(C(=O)c2ccc(C(C)(C)C)cc2)C1 (centres undefined) | 2 | -4 | 2 | 4 | 0 | 3 | 2 | 20 | -0.5 | -5
Cc1cc(F)ccc1S(=O)(=O)N1CCCOC1CNC(=O)C(=O)NCCc1ccccc1 (centres undefined) | -11 | 5 | 1 | -4 | -16 | 4 | -11 | -9 | 3.0 | 1
CC(=O)c1cccc(NC(=O)C(=O)c2cn(CC(=O)N3CCCCC3)c3ccccc23)c1 | -6 | -4 | -3 | 1 | -1 | 1 | -8 | 24 | -1.0 | -8
C/C(=N/NC(=O)CNC(=O)c1cccc(F)c1)c1ccc2c(c1)CCCC2 | 2 | -9 | 0 | 5 | 1 | -4 | / | 14 | -0.6 | -4
CCOc1ccccc1NC(=O)CCS(=O)(=O)c1cccc2nonc12 | 1 | -39 | 0 | 1 | 4 | -10 | -2 | 16 | 1.2 | 0
C/C(=N\NC(=O)COc1ccc(C(C)(C)C)cc1)c1ccc2c(c1)OCCO2 | 3 | 1 | -1 | 7 | 5 | 0 | / | 17 | -0.7 | 2
CC1(C)CC(=O)c2cc(NC(=O)c3ccccc3)c(=O)oc2C1 | -5 | -6 | -1 | -1 | 0 | -2 | -14 | 39 | -0.1 | -12
CC(C)CCNC(=O)c1ccc2c(c1)N(Cc1ccccc1)C(=O)CS2=O (centres undefined) | -7 | 0 | -12 | -1 | 7 | -8 | 3 | 7 | -0.7 | 3
CN(C)S(=O)(=O)c1cccc(NC(=O)CSc2nncn2C)c1 | 15 | 2 | -5 | -1 | -5 | 5 | 8 | -6 | -1.7 | 5
Clc1cccc(CSc2ccc(-c3cccnc3)nn2)c1 | 6 | 10 | 5 | 1 | 7 | 10 | -15 | -3 | -0.1 | 1
Cc1cc(-c2nn(-c3ccccc3F)cc2CN(C)CC(O)CO)c(C)s1 (centres undefined) | -10 | 4 | -6 | 3 | -17 | -21 | -6 | -1 | -0.7 | 0
OCC1(Cc2ccccc2)CCN(Cc2cnc(-c3cccc4ccccc34)nc2)CC1 | -6 | -7 | -5 | -4 | -9 | 0 | 8 | 15 | 0.5 | 3

Of the compounds above, these have a tert-butyl group.
SMILES | CCHFV vOTU inh | PrPC surface inh | Anthrax LF prot | 3CLpro inhibitor | MazF activator | BoNT F protease | SSB-PriA inh | DUSP3 inh | BoNT A protease | Rv3671c inh
CCOC(=O)c1[nH]ncc1CN1CCCC(C(=O)c2ccc(C(C)(C)C)cc2)C1 (centres undefined) | 2 | -4 | 2 | 4 | 0 | 3 | 2 | 20 | -0.5 | -5
C/C(=N\NC(=O)COc1ccc(C(C)(C)C)cc1)c1ccc2c(c1)OCCO2 | 3 | 1 | -1 | 7 | 5 | 0 | / | 17 | -0.7 | 2

The list goes on:
SMILES | CCHFV vOTU inh | PrPC surface inh | Anthrax LF prot | 3CLpro inhibitor | MazF activator | BoNT F protease | SSB-PriA inh | DUSP3 inh | BoNT A protease | Rv3671c inh
Cc1nc2sc(C(c3cccs3)N3CCC4(CC3)OCCO4)c(O)n2n1 (centres undefined) | -1 | -5 | -5 | -2 | 2 | -6 | -7 | -5 | -0.4 | 4
CC(=O)Nc1cc(C(C)C)c(O)c(C(C)C)c1 | -14 | 9 | -1 | 2 | -8 | 4 | 4 | 11 | 0.6 | -1
COc1ccccc1CCC(=O)NCCCn1ccc2ccccc21 | -4 | 4 | -3 | 5 | 5 | -18 | 4 | 12 | -3.5 | -18
COC(=O)c1ccccc1NC(=O)N1CSC[C@H]1C(=O)OC | -7 | -2 | 1 | 1 | 2 | 7 | -15 | 1 | 0.1 | -1

In the list so far, six have a Cl atom:
SMILES | CCHFV vOTU inh | PrPC surface inh | Anthrax LF prot | 3CLpro inhibitor | MazF activator | BoNT F protease | SSB-PriA inh | DUSP3 inh | BoNT A protease | Rv3671c inh
Cc1cc(OC(=O)N(C)C)nc(SCc2c(Cl)cccc2Cl)n1 | 0 | 1 | -5 | -1 | -12 | -1 | -20 | 13 | -1.1 | 2
CCOC(=O)[C@@H]1[C@H]2COc3ccccc3[C@H]2N2C(=O)N(c3ccc(Cl)cc3)C(=O)[C@]12C | 8 | -4 | 6 | 2 | 3 | 1 | -3 | -3 | 0.5 | -2
Cc1cc(OCC(=O)NNC(=S)NC(=O)c2ccc(Br)o2)ccc1Cl | 36* | -1 | -2 | 0 | -2 | -6 | 1 | 6 | -2.0 | /
O=C(CCN1C(=O)C2C3CCC(C3)C2C1=O)OCC(=O)c1ccc(Cl)cc1 (centres undefined) | -9 | -3 | ? | 0 | 2 | ? | -22 | 9 | ? | /
Cc1cnc([N+](=O)[O-])n1CCOC(=O)NC(=O)c1ccccc1Cl | -1 | -10 | -3 | 1 | 2 | -11 | 4 | 12 | -1.6 | -1
Clc1cccc(CSc2ccc(-c3cccnc3)nn2)c1 | 6 | 10 | 5 | 1 | 7 | 10 | -15 | -3 | -0.1 | 1

Only part of the results is shown; count on the stated rates, not on these rows.
